Compound activity from PubChem.
Vc quorum ag – inducers of Vibrio cholerae quorum light production without autoinducers, primary screen, BH1578 luxS cqsA deficient, single point. AID 588436, 2011. 350,000 compounds, 0.16% hits. activation, % at 18.7 µM. V. cholerae BH1578 lux reporter, luminescence, 6 h; in the data active = activation mostly above about 9.7%, no sharp cut-off; also: not every result past the cut was called active; inactives centre near 0; reference of the scale not given here
DUSP3 inh – VHR1 phosphatase inhibitors, primary screen, biochemical, absorbance, uHTS. Dual specificity protein phosphatase 3 (Homo sapiens), P51452. recombinant VHR phosphatase, pNPP absorbance. inhibition, % at 13.3 µM. 290,000 compounds, 0.52% hits. AID 1654, 2009; in the data active = inhibition above about 50%; also: some compounds called inactive have numbers as strong as hits
Target sequence (P51452 whole entry, looked up): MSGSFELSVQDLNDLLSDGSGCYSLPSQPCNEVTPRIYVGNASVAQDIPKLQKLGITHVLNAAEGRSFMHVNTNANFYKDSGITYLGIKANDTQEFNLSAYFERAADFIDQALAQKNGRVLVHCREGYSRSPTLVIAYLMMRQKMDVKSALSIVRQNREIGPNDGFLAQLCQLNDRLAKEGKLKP
SARS 3CLpro inh – SARS-CoV 3CLpro protease inhibitors, primary screen, biochemical, quenched FRET. AID 1706, 2009. Replicase polyprotein 1ab (Severe acute respiratory syndrome coronavirus), P0C6X7. inhibition, % at 6 µM. recombinant SARS-CoV 3CLpro, quenched FRET peptide cleavage. 290,000 compounds, 0.14% hits; in the data active = inhibition above about 12%
MazF activator – activators of E. coli MazEF toxin-antitoxin RNase, primary screen, biochemical, fluorescence, uHTS; Endoribonuclease toxin MazF (Escherichia coli (strain K12)), P0AE70; FAM/BHQ RNA-DNA oligo cleavage fluorescence, 5 h; activation, % at 20 µM; 350,000 compounds, 0.32% hits; AID 504720, 2011; in the data active = activation above about 50%
Target sequence (P0AE70 whole entry, looked up): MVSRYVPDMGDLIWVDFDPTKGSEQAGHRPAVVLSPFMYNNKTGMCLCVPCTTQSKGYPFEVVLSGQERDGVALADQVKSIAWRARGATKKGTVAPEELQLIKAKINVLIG
Rv3671c protease – Rv3671c serine protease inhibitors, primary screen, biochemical, fluorescence polarization, M. tuberculosis H37Rv. inhibition, % at 5.96 µM. AID 2606, 2010. P9WHR9. 320,000 compounds, 0.048% hits; in the data active = inhibition above about 38%;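 also: extracellular domain of Rv3671c used as enzyme; 0% = enzyme with DMSO and 100% = no enzyme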
Target sequence (P9WHR9 whole entry, looked up, the tested form may be a part): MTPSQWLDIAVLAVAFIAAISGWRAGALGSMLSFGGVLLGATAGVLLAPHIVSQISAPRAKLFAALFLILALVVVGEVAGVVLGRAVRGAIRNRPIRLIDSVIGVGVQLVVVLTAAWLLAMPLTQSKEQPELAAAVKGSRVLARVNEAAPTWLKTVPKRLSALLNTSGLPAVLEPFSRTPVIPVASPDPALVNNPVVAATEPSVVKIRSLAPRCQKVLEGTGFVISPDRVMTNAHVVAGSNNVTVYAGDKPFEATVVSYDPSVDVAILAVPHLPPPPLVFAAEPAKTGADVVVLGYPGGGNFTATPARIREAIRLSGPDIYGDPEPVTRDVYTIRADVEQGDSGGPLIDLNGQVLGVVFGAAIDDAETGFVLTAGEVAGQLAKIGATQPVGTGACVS
PriA SSB inh – inhibitors of Klebsiella pneumoniae PriA binding to SSB C-terminal tail, primary screen, biochemical, AlphaScreen. PriA–SSB C-terminal tail interaction (Klebsiella pneumoniae). AlphaScreen SSBct-PriA binding, biotinylated peptide. inhibition, % at 33 µM. 430,000 compounds, 0.6% hits; in the data active = inhibition mostly above about 37%, no sharp cut-off; inactive = mostly below about 20%;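 also: plate controls were negative control peptide for no effect and reference peptide for full effect; strong numbers were not always called active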
Mtb BioA inh – M. tuberculosis BioA enzyme inhibitors, primary screen, biochemical, plate reader, single point, HTS; purified M. tuberculosis BioA enzyme; 360,000 compounds, 0.096% hits; inhibition, % at 9.99 µM; 7,8-diaminopelargonic acid synthase BioA (Mycobacterium tuberculosis); in the data active = inhibition above about 40%
UGM FP inh – M. tuberculosis UGM enzyme inhibitors, primary screen, biochemical, fluorescence polarization, single point; inhibition, % at 10 µM; UDP-galactopyranose mutase (Mycobacterium tuberculosis (strain ATCC 25618 / H37Rv)), …; 320,000 compounds, 0.06% hits; purified UGM, fluorescence polarization probe displacement; in the data active = inhibition above about 10%, passing the limit was not always enough
FBA Mtb inh – Mtb FBA enzyme inhibitors, primary screen, biochemical, fluorescence, strain H37Rv. purified M. tuberculosis FBA, fluorescence read-out. inhibition, % at 1 µM. 360,000 compounds, 2.3% hits; in the data active = inhibition above about 27%;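 also: 0% = vehicle and 100% = reference inhibitor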
Target sequence (P9WQA3 whole entry, looked up): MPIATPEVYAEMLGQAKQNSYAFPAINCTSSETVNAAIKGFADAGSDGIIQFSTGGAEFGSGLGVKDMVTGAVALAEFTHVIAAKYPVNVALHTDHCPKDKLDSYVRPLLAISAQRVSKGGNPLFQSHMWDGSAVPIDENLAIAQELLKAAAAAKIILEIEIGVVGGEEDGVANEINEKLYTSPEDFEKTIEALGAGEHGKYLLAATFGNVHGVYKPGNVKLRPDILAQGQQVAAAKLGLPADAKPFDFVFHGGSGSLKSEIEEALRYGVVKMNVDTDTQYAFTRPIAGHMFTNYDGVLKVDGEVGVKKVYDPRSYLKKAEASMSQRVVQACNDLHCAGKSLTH
GDH-TPI inh – GDH-TPI coupling enzyme inhibitors, primary screen, artefact control for M. tuberculosis FBA inhibitor project, biochemical, absorbance, full deck | GDH-TPI coupled enzyme counterscreen, NADH absorbance | inhibition, % at 4.8 µM | 360,000 compounds, 1.2% hits | AID 588335, 2011; in the data active = inhibition above about 30%;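 also: 0% = DMSO wells and 100% = wells lacking the enzyme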
* = called active by the depositor; i = inactive; nt = not tested or not shown. These rows are one share of the data, so the mix of outcomes need not match the whole.

Molecule | Vc quorum ag | DUSP3 inh | SARS 3CLpro inh | MazF activator | Rv3671c protease | PriA SSB inh | Mtb BioA inh | UGM FP inh | FBA Mtb inh | GDH-TPI inh
CN1OC[C@@H]2CN(C(=O)CCc3ccccc3)[C@H](c3cccc(N4CCOCC4)c3)C[C@@H]21 | -0.5 | nt | nt | 2 | nt | -15 | -0.4 | nt | -2 | -4
O=C(NCc1cccnc1)c1cn(-c2ccccc2)nc1-c1cccs1 | i | 34 | 0 | 1 | 3 | 7 | 4.4 | -0.6 | 5 | 1
COc1ccc(CCNC(=O)COc2cc(C)cc3oc(=O)cc(C)c23)cc1OC | -0.2 | 12 | -4 | 3 | 3 | -5 | -0.7 | -2.1 | 5 | 9
O=c1c2ccccc2nc(CSc2ncnc3nc[nH]c23)n1-c1ccccc1 | -0.3 | 9 | -6 | 8 | -1 | -5 | 0.8 | -1.2 | -10 | 14
COc1ccc(NC(=O)c2c(F)c(F)c(F)c(F)c2F)cc1Cl | nt | -20 | 1 | 5 | 8 | 1 | -1.2 | 0.4 | -1 | 9
COc1cccc(OCC(=O)Nc2ccccc2C(N)=O)c1 | -0.4 | 10 | -2 | 2 | 1 | -5 | 2.4 | -1.3 | 0 | 14
O=C(NCCCNC(=O)NC1CCCCC1)NC1CCCCC1 | nt | nt | -4 | 6 | 6 | -9 | nt | -1.2 | nt | nt
CCOC(=O)C(C(=O)OCC)C(C)(C)/C(C)=N\Nc1ccc([N+](=O)[O-])cc1[N+](=O)[O-] | -0.2 | 8 | 3 | -12 | 15 | nt | -2.2 | 1.5 | -2 | 7
COc1ccccc1CNc1nc(C)c(C(C)=O)s1 | -0.1 | -17 | 0 | 7 | 3 | 2 | 1.6 | -0.6 | -1 | 13
CC(C)(C)OC(=O)C[C@H]1C/C=C\C[C@@H](CC(=O)NCCO)C(=O)N[C@H](Cc2ccccc2)COC1=O | i | nt | nt | 5 | 4 | -4 | -0.5 | nt | 1 | -8
CCCn1c(C2CCCN2c2nc(-c3ccc(C)cc3)cs2)nc2ccccc21 (configuration not stated) | i | -7 | -2 | 4 | 1 | 7 | -2.5 | -1.1 | 0 | 7
O=C1/C(=C/c2ccccc2Cl)N2CCC1CC2 | i | -13 | 2 | 12 | 4 | 3 | nt | -3.8 | -2 | 7
CC(=O)NC1CC2CCCC(C1)N2CC(=O)Nc1ccccc1 (configuration not stated) | 3.2 | -7 | -7 | 3 | -2 | -6 | -1.1 | -0.1 | 2 | 6
N#Cc1ccc(N2CCCC2C(=O)O)c([N+](=O)[O-])c1 (configuration not stated) | -1.6 | 41 | 4 | 8 | -1 | -16 | 1.5 | -0.7 | -4 | 2
CCCC(=O)c1cc(F)c(N2CCN(C(=O)OCC)CC2)cc1C | -6.7 | 0 | -4 | 3 | 9 | -31 | -0.7 | -0.2 | -3 | -4
O=C(NC1CCCCC1)C1CCCN(S(=O)(=O)c2cccc3cccnc23)C1 (configuration not stated) | -0.1 | 34 | 0 | 5 | 3 | -5 | -1.3 | -1.0 | -3 | 11
CCOc1ccc(S(=O)(=O)N(CC(=O)O)c2ccccc2)cc1 | -2.0 | 20 | -4 | -6 | 5 | 5 | -0.3 | 2.2 | -1 | 2
Cc1cc(N2CCN(c3ccc(F)cc3)CC2)nc2cc(O)ccc12 | -0.2 | 25 | -2 | 9 | -4 | 27 | -0.9 | -2.0 | 10 | 14
COc1ccc(-c2cccc(NS(=O)(=O)c3cc([N+](=O)[O-])ccc3Cl)c2)nn1 | i | nt | nt | -1 | -8 | 0 | 0.0 | nt | 0 | 1
COc1cccc(/C=N/Nc2ccc(Cl)nn2)c1OC | -0.9 | nt | nt | -5 | -1 | nt | -0.6 | -0.6 | 0 | -1
Cc1ccsc1C(=O)N1CC=C(c2ccccc2)CC1 | i | nt | nt | 4 | 2 | -10 | -2.4 | 5.1 | -1 | 5
CC1=C(/C=C/C(C)=C/C=C/C(C)=C/C(=O)O)C(C)(C)CCC1 | i | 1 | -2 | 0 | 2 | -7 | -0.5 | -3.6 | 3 | 12
CCCOc1ccc(Cn2ccnc2)cc1[N+](=O)[O-] | -0.4 | -14 | -2 | 1 | 2 | 15 | 1.3 | -0.6 | -3 | 0
Cc1c(C(=O)Nc2cc(S(=O)(=O)N3CCOCC3)ccc2N2CCOCC2)oc2ccccc12 | 0.3 | -3 | -2 | -2 | -5 | 5 | -1.9 | 2.3 | 2 | 0
CC(C)CN(C(=O)C1CC1)c1c(N)n(Cc2ccccc2)c(=O)[nH]c1=O | i | nt | nt | -1 | -9 | -16 | nt | 5.1 | 0 | 0
Cc1cc(C(=O)O)c(C)n1Cc1ccncc1 | -0.6 | -18 | -2 | -5 | -2 | -10 | -1.8 | 0.8 | -2 | -2
CC(C)CC(C(=O)O)N1C(=O)C2C3C=CC(C2C1=O)C1C(=O)N(C(CC(C)C)C(=O)O)C(=O)C31 (configuration not stated) | i | 1 | 5 | 9 | 2 | 9 | 0.7 | -0.2 | 0 | 3
O=C(OCCCC(=O)N1CCOCC1)c1ccccc1 | -0.3 | 38 | 1 | -1 | 8 | -5 | 1.8 | 0.9 | -3 | 2
Cc1cc(NC(=O)CCSc2ccccc2)no1 | -0.5 | 6 | 6 | 7 | 7 | 2 | nt | 2.4 | 0 | 13
Cc1ccc(S(=O)(=O)CCc2nnc(NC(=O)c3ccccn3)s2)cc1 | i | -4 | 2 | 0 | -12 | 85* | 1.1 | 0.2 | -2 | 5

Quoted from the listing.
Rv3671c protease with COc1cccc(/C=N/Nc2ccc(Cl)nn2)c1OC stands at -1
MazF activator with Cc1cc(NC(=O)CCSc2ccccc2)no1 stands at 7
FBA Mtb inh with Cc1c(C(=O)Nc2cc(S(=O)(=O)N3CCOCC3)ccc2N2CCOCC2)oc2ccccc12 stands at 2
Mtb BioA inh with Cc1ccsc1C(=O)N1CC=C(c2ccccc2)CC1 stands at -2.4
MazF activator with Cc1cc(C(=O)O)c(C)n1Cc1ccncc1 stands at -5
MazF activator with CCOc1ccc(S(=O)(=O)N(CC(=O)O)c2ccccc2)cc1 stands at -6

The listing picks up, repeating the two entries before the break.
Molecule | Vc quorum ag | DUSP3 inh | SARS 3CLpro inh | MazF activator | Rv3671c protease | PriA SSB inh | Mtb BioA inh | UGM FP inh | FBA Mtb inh | GDH-TPI inh
Cc1cc(NC(=O)CCSc2ccccc2)no1 | -0.5 | 6 | 6 | 7 | 7 | 2 | nt | 2.4 | 0 | 13
Cc1ccc(S(=O)(=O)CCc2nnc(NC(=O)c3ccccn3)s2)cc1 | i | -4 | 2 | 0 | -12 | 85* | 1.1 | 0.2 | -2 | 5
COc1ccc(OC)c(Nc2nc(C3CC3)nc3c2nnn3Cc2ccccc2)c1 | i | 15 | -2 | -1 | 6 | 3 | nt | -0.5 | 6 | -2
O=C(Nc1ccccc1)O/N=C(\c1ccccc1)c1ccccn1 | i | 22 | -1 | 7 | -3 | nt | 0.6 | -1.1 | 2 | 3
COc1ccc(S(=O)(=O)N2CCCCCC2)cc1N(C)S(=O)(=O)c1ccc(C)cc1 | -0.7 | 9 | 2 | 0 | 3 | -13 | 1.2 | nt | -4 | 10
COc1ccc(C(=O)COc2ccc(NC(C)=O)cc2)cc1 | -5.9 | 4 | 2 | -1 | 10 | -6 | -5.0 | 1.5 | 2 | 11
O=C1CC/C=C\C[C@@H](CC(=O)N(CCO)Cc2ccccc2)C(=O)N[C@H](Cc2ccccc2)CO1 | 1.2 | nt | nt | 10 | 10 | 1 | -3.4 | -0.7 | 2 | 8
CCOC(=O)C(CC)(CCC(=O)O)c1csc(Nc2ccc(C)cc2)n1 (configuration not stated) | -0.1 | 7 | 8 | -12 | -8 | -11 | -1.3 | 3.1 | -1 | -1
Cc1cccc(C(=O)Nc2ncc(CN3CCOCC3)s2)c1 | i | 4 | -2 | 11 | -1 | 6 | -3.0 | 1.3 | 1 | -5
CCOCCCNC(=O)C(c1ccc(C)cc1)N(Cc1ccc2c(c1)OCO2)C(=O)CNC(C)=O (configuration not stated) | -0.4 | 31 | -3 | 3 | 3 | -8 | 3.4 | -1.4 | 2 | 8
CC1Cc2ccccc2N1C(=O)c1cc2sccc2n1Cc1ccccc1 (configuration not stated) | i | -19 | 6 | -3 | 2 | -11 | -1.6 | -0.1 | -5 | 0
Cn1c(Cc2nc(-c3cnccn3)no2)nnc1SCC(=O)Nc1ccccc1 | i | -3 | 2 | 6 | -2 | 0 | nt | 1.2 | -2 | -3
CN1CCN(C(=O)c2cnn3c(C(F)(F)F)cc(-c4cccs4)nc23)CC1 | 0.0 | -5 | -1 | -8 | -1 | -9 | -0.3 | -1.8 | 7 | 21
Clc1ccc(-c2nnc(-c3ccccc3Cl)o2)cc1 | -1.0 | -2 | -4 | -5 | -4 | -2 | -0.3 | -1.0 | 4 | 9
CC(C(N)=O)N1CC(c2ccccc2)CC1=O (configuration not stated) | i | -3 | -2 | 9 | -4 | -6 | -0.2 | 0.8 | 3 | 14
S=C(NCCc1ccccc1)NC1CC2CCC(C1)N2Cc1ccccc1 (configuration not stated) | -0.4 | 11 | 2 | 13 | 1 | 0 | nt | 2.1 | 2 | -4
CC(C)c1ccc(N(CC(=O)NC2CCCCC2)C(=O)CCC(=O)Nc2ccccn2)cc1 | -0.1 | 19 | 6 | -1 | 4 | 6 | -1.6 | -3.8 | 2 | 0
O=C(Cc1c(Cl)cccc1Cl)N1CCN(S(=O)(=O)c2cccs2)CC1 | -1.3 | nt | nt | 1 | -6 | -14 | 3.6 | 3.7 | -1 | 2
Cc1ccc(NC(=S)NCCc2ccccc2)c(C)c1 | -0.2 | 11 | 7 | -8 | -6 | 0 | nt | 0.5 | -3 | -8
CN(C)C=Nc1nonc1-c1ncn[nH]1 | i | 36 | 0 | -5 | 1 | -29 | -2.0 | 1.7 | 0 | 6
CCN(C(=O)COC(=O)c1ccc2ccccc2n1)c1c(N)n(Cc2ccccc2)c(=O)[nH]c1=O | 2.9 | nt | nt | -1 | nt | -3 | -0.7 | nt | 3 | -4
COc1ccc(S(=O)(=O)N(CCc2ccccc2)CC(=O)O)cc1OC | i | 5 | 7 | 3 | -5 | -8 | -1.6 | -1.2 | 0 | -2
Cc1ccc(S(=O)(=O)Nc2nc3ccccc3nc2NCc2ccco2)cc1 | i | 16 | 7 | 8 | 7 | -9 | nt | 3.5 | 22 | 32*
CN1CC(C(=O)c2ccccc2)C(c2ccccc2)C1 (configuration not stated) | 0.7 | 3 | 3 | -2 | 4 | 5 | 1.2 | 6.4 | 1 | -12
C[C@@H]1COC(=O)CCC/C=C\C[C@@H](CC(=O)N(CCO)Cc2ccccc2)C(=O)N1 | -1.0 | nt | nt | -4 | -4 | 2 | -1.1 | nt | -3 | 5
Cc1[nH]c2ccccc2c1/C=N/NC(=O)C1CC1(c1ccccc1)c1ccccc1 (configuration not stated) | -0.3 | 4 | 4 | 10 | 19 | nt | nt | 1.2 | -5 | 9
CCOc1ccc(/C=C2\SC(=S)N(CCC(=O)N(CCO)c3ccccc3)C2=O)cc1 | 0.0 | -3 | 2 | -3 | -17 | 6 | -1.8 | -3.3 | -3 | 3
COC(=O)CSc1nnc(-c2ccccc2O)n1-c1ccc(C)cc1 | -0.4 | -12 | 1 | 0 | -11 | -9 | nt | -2.7 | -2 | -7
Cc1ccc(C(=O)NCC(=O)OC(C)C(=O)Nc2ccc(N(C)C)cc2)s1 (configuration not stated) | -0.3 | 6 | 6 | -11 | 8 | 3 | -1.7 | -0.9 | 3 | -3
